HRas wt GTP bind: changes GTP binding to wildtype human HRas; 190,000 tested, 0.14% active; P01112; GST-Ras wt beads, Bodipy-FL-GTP binding, flow cytometry; actives lie on both sides; GTP binding activity, % at 10 µM;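 active = GTP binding activity at least 20% away from the 100% baseline, either lowered as inhibitor or raised as activator; inconclusive = flagged as likely green fluorescent, judged across all proteins in the well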;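 also: 0% = unlabeled GTP competition control and 100% = no-compound control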
Rac1 wt GTP bind: human Rac1 wildtype GTP binding, inhibitors and activators | GST-Rac1 beads, fluorescent GTP binding, flow cytometry; actives lie on both sides; 0 = cold GTP competed, 100 = untreated | P63000 | GTP binding activity (% of control), % at 10 µM | 190,000 tested, 0.27% active | AID 757;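 active = GTP binding activity at least 20 points away from the 100% control level, either lower or higher; inconclusive = compound flagged as likely green fluorescent, judged across all proteins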
Cdc42 wt: modulators (inhibitors or activators) of GTP binding to human Cdc42 wildtype; percent activity (GTP binding), % at 10 µM; GST-Cdc42 beads, Bodipy-GTP binding, flow cytometry; actives lie on both sides; 190,000 tested, 0.2% active; P60953;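 active = percent activity GTP binding at least 20 points away from the 100% baseline, either down as inhibitor or up as activator; inconclusive = compound flagged as likely green fluorescent from well-wide comparison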;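 also: median bead fluorescence of bound Bodipy-FL-GTP at 100 nM; 0% = excess unlabeled GTP control and 100% = no compound control; below 100% means less GTP binding so inhibitor and above means activator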
Pf gamet viab: P. falciparum stage V gametocyte viability inhibition; P. falciparum stage V gametocytes, ATP luminescence, 24 h; inhibition, % at 10.9 µM; 150,000 tested, 0.065% active;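 active = inhibition above the mean plus 3 SD of compounds within the control limits, set per campaign, cut at about 38% in these data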;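 also: 0% = DMSO wells and 100% = medium only without gametocytes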
Mcl1-Noxa inh: disrupts binding of human Mcl-1 to Noxa peptide. 220,000 tested, 1.5% active. Q07820. TR-FRET Mcl-1/Noxa peptide binding, 2 h. inhibition, % at 21.7 µM;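 active = compounds that cut the protein-peptide binding signal by more than 50% relative to plate controls in a single-dose test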;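 also: His-tagged Mcl-1 with rhodamine Noxa BH3 peptide and terbium anti-His antibody; 0% = Mcl-1 plus Noxa peptide wells and 100% = peptide-only wells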
Target sequence (Q07820 whole entry, looked up): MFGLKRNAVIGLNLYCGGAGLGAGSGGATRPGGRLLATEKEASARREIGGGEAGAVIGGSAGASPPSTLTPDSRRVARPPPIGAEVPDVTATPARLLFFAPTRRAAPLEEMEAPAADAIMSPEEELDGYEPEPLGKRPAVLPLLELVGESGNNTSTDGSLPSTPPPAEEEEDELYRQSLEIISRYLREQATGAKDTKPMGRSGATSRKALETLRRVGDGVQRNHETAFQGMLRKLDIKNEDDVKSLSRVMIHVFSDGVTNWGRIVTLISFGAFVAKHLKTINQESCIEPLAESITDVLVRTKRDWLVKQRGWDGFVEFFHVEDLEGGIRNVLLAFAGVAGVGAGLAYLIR
Rab2 wt GTP: changes GTP binding to wildtype dog Rab2A, up or down; P61105; GST-Rab2 wt beads, Bodipy-GTP binding, flow cytometry; GTP binding activity, % at 10 µM; 190,000 tested, 0.19% active;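 active = GTP binding activity at least 20 points away from 100%, either lowered or raised; inconclusive = signal likely due to the compound's own green fluorescence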;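 also: 0% = beads with excess unlabeled GTP and 100% = no-compound control corrected for plate trend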
Rab7 wt modul: dog Rab7 wildtype GTP binding, inhibitors and activators; GST-Rab7 beads, fluorescent GTP binding, flow cytometry; actives lie on both sides; untreated = 100%, excess cold GTP = 0%; GTP binding activity (percent of control), % at 10 µM; 190,000 tested, 0.055% active;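 active = fluorescent GTP binding to Rab7 beads changed by at least 20 points from the 100% baseline, either direction, mostly lower; inconclusive = compound itself probably fluorescent, or too few beads counted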;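 also: median green fluorescence of bound Bodipy-FL-GTP per Rab7 bead population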
Rac1 act GTP bind: modulators of GTP binding to human Rac1 activated mutant; GST-Rac1 activated beads, fluorescent GTP binding, flow cytometry; actives lie on both sides; 100% means binding = to untreated wells; percent activity (GTP binding), % at 10 µM; 190,000 tested, 0.11% active;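 active = GTP binding at least 20 percentage points away from the 100% baseline, in either direction, so actives lie on both sides; inconclusive = Compound likely fluorescent itself, or too few beads counted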
ABCB1 inh: human ABCB1 inhibition, ABCG2 as counter-screen; P08183; CCRF-Adr cells, JC-1 efflux, flow cytometry; inhibition, % at 6.6 µM; 190,000 tested, 0.067% active; AID 1326; in the data active = inhibition above about 40%;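 also: 0% = vehicle and 100% = reference inhibitor; higher value means more JC-1 retained so stronger ABCB1 efflux block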
Avidin fluor: compound fluoresces at 488/530 nm on avidin beads | fluorescence (KMESF) at 10 µM | compound fluorescence 488/530 nm, flow cytometry; hits give high values | 220,000 tested, 0.38% active; in the data active = fluorescence above about 47; also: inactives centre near 10
ABCG2 block: blocks JC-1 efflux by human ABCG2 transporter; Q9UNQ0; IgMXP3 cells, flow cytometry; inhibition, % at 6.6 µM; 190,000 tested, 0.1% active; AID 1325;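 active = inhibition above 80%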;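 also: 0% = DMSO and 100% = nicardipine control wells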
Target sequence (Q9UNQ0 whole entry, looked up): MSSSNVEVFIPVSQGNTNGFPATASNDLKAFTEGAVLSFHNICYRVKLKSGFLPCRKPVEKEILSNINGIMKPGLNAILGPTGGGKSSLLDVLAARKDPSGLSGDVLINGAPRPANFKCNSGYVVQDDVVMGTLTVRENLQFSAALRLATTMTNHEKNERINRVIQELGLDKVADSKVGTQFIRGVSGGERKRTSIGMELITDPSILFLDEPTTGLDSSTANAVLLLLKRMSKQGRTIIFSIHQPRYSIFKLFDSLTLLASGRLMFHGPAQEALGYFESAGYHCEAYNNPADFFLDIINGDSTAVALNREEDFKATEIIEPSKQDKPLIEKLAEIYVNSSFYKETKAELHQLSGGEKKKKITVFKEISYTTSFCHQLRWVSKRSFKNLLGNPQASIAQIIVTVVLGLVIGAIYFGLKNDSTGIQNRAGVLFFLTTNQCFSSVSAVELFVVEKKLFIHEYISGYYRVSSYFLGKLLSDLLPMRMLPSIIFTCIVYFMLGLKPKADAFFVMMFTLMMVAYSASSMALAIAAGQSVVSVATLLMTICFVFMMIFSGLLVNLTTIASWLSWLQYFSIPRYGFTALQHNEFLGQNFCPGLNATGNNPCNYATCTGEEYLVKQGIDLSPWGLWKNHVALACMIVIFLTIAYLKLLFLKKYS
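Test system: IgMXP3 cells (ABCG2) mixed with DDAO far-red-labelled CCRF-Adr cells (ABCB1). Reagent: JC-1 transporter substrate. Compound dosing: single test compound dose, 6.6 µM final. Times: 10 min compound exposure, 25 °C. Detection: flow cytometry of retained JC-1 fluorescence. Read-out basis: efflux inhibition in percent versus controls. Controls: nicardipine and DMSO wells.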
Numbers without * were called inactive; ? = inconclusive; . = no result given.

SMILES	HRas wt GTP bind	Rac1 wt GTP bind	Cdc42 wt	Pf gamet viab	Mcl1-Noxa inh	Rab2 wt GTP	Rab7 wt modul	Rac1 act GTP bind	ABCB1 inh	Avidin fluor	ABCG2 block
C[C@@H]1O[C@@H](Oc2c(-c3cc(O)c(O)c(O)c3)oc3cc(O)cc(O)c3c2=O)[C@H](O)[C@H](O)[C@H]1O	102	108	102	.	54*	101	100	102	0.3	7	4
O=C(c1cc(C2CC2)on1)N1CCN(c2ccc(F)cc2)CC1	101	105	100	.	8	100	98	100	0.8	6	3
Cc1ccc2cc(-c3noc(C4CCCCC4)n3)c(=O)[nH]c2c1	97	100	97	.	-1	100	100	97	1.0	6	5
CN(C(=O)COC(=O)c1cccnc1Nc1ccccc1F)C1CCS(=O)(=O)C1 (centres undefined)	100	102	104	-8	21	98	99	99	1.0	14	35
COc1ccc2nc(C)cc(SCC(=O)Nc3c(C)cc(C)cc3C)c2c1	100	103	99	.	-4	99	99	98	-1.0	13	41
O=C(CCSc1ccccc1)NCC1CCCO1 (centres undefined)	98	98	99	.	9	97	99	98	0.2	14	0
CCOc1ccc(Br)cc1S(=O)(=O)Nc1cccc(S(=O)(=O)N(CC)CC)c1	97	97	98	16	20	97	98	95	1.6	2	1
COc1ccc(C2=Nn3c(nnc3-c3ccncc3)SC2)cc1OC	87	88	89	.	25	87	89	95	0.4	8	5
COc1ccc(OC)c(N(CC(=O)NCc2ccccn2)S(C)(=O)=O)c1	103	106	104	.	-38	102	98	100	2.6	12	18
CCOC(=O)c1sc(=NC(=O)c2ccc(OC(C)C)cc2)n(C)c1C	100	101	97	17	19	99	104	96	0.2	25	2
COc1ccc(/C=C/C(=O)c2ccccc2O)cc1CN1CCOCC1	97	104	98	.	5	98	97	100	11	7	24
S=C(NCCc1ccccc1)Nc1cccc2cnccc12	96	96	94	-5	14	99	104	94	0.5	24	2
C/C(=N\NC(=O)CSc1nc(C)cc(C)n1)c1cccs1	103	105	104	0	7	101	102	104	0.2	9	7
CCOCC(=O)Nc1cc(OC)c(Cl)cc1OC	97	98	97	.	16	96	95	95	0.4	14	4
CCN(C(=O)CSc1nnc2nc(C)cc(C)n12)c1ccccc1	96	96	93	2	3	93	95	94	-0.1	10	0
CC(C)(C)c1ccc(OCc2ccc(C(=O)N/N=C/c3ccc(O)c(O)c3)cc2)cc1	98	98	98	.	28	95	97	95	1.1	9	13
O=C(C1=C[C@H](c2ccc(C(F)(F)F)cc2)C[C@H](OCCCCO)O1)N1CCN(Cc2ccc3c(c2)OCO3)CC1	96	101	94	.	0	97	105	96	2.3	6	6
c1ccc(N2CCN(c3ccc4nncn4n3)CC2)nc1	95	93	94	.	14	96	94	95	0.4	7	3
Cc1ccc(/C=N/NC(=O)CSc2nc3ccccc3c(=O)n2-c2ccccc2)s1	100	105	99	9	27	101	97	100	1.0	11	9
Cc1cccc(NC(=S)NCCCN2CCOCC2)c1	103	106	104	22	-8	103	103	104	-0.1	12	0
S=c1[nH]nc(COc2ccccc2)n1Cc1ccccc1	101	105	104	6	21	99	99	99	-1.2	2	-4
O=C(CSc1n[nH]c(-c2ccc(S(=O)(=O)N3CCCCC3)cc2)n1)Nc1nccs1	93	94	94	.	-1	92	92	94	-0.2	.	1
CCOC(=O)C1CCCN(Cc2cc(=O)oc3cc(C)c(C)cc23)C1 (centres undefined)	100	99	95	-21	-6	96	101	97	0.6	8	4
Cc1ccc(N/C(N)=N/c2nc3c(c(=O)[nH]2)CCCC3)c(C)c1	104	103	106	.	12	106	99	101	0.5	14	4
S=C1NC2(CCCC2)Nc2ccccc21	104	101	100	15	15	101	106	95	1.4	10	3
COc1ccc(NC2CC(=O)N(c3cccc(C)c3)C2=O)cc1 (centres undefined)	102	109	98	.	21	100	101	101	0.4	7	1
Cc1ccc(-c2ccc(SCC(=O)Nc3cc(C)on3)nn2)cc1	101	98	95	8	4	99	106	94	0.0	23	1
NC(=O)C[n+]1cccc(C(N)=O)c1	95	98	95	-1	-14	96	95	96	-0.5	11	-1
Cc1ccc(S(=O)(=O)N2CCCCC2)cc1NC(=O)CSc1nccn1C	97	101	99	-31	10	95	95	96	0.3	13	2
CCOC(=O)C1=C(C)Nc2ccccc2N=C1NC(=O)Cc1ccc(Cl)c(Cl)c1	95	95	94	.	5	94	99	93	-0.9	9	-4
CCSc1nnc(NS(=O)(=O)c2ccc(OC)cc2)s1	95	93	95	10	16	95	102	88	0.2	7	0
O=C(CN1C(=O)C2(OCCO2)c2ccccc21)c1ccc(Br)cc1	102	104	106	.	18	105	98	100	1.1	12	4
CC(C)N(C(=O)C[n+]1ccc(/C=N/O)cc1)C(C)C	100	102	100	11	23	100	97	101	0.3	2	2
CC(Sc1ccccn1)C(=O)Nc1ccc(S(N)(=O)=O)cc1 (centres undefined)	100	101	97	5	1	101	94	99	-0.5	33	-2
CN(CC(=O)Nc1ccccc1C(F)(F)F)C(=O)COc1ncnc2sccc12	102	103	101	7	-4	99	102	98	-0.2	23	10
CCn1c(=O)c(C(=O)NNS(=O)(=O)c2ccc(Br)cc2)c(O)c2ccccc21	?	?	?	2	-29	?	?	?	-0.3	10	-1
O=C1C(=O)N(CCN2CCOCC2)C(c2ccccn2)/C1=C(/O)c1ccccc1 (centres undefined)	101	101	97	.	7	100	101	99	-1.1	10	-6
CCCCCOC(=O)Cn1c(=O)oc2ccccc21	99	98	97	.	8	98	101	96	0.7	6	1
O=C1CNC(=O)N1CC(O)Cn1c2ccccc2c2ccccc21 (centres undefined)	95	99	108	4	0	100	97	92	0.3	10	1
CCC(C)(C)n1c(=O)[nH]c2c(c1=O)CCC2	102	105	104	.	1	104	102	100	0.3	6	2
CC(C)(C)C(=O)NNC(=O)COc1ccc2ccccc2c1Br	98	95	95	11	-2	100	104	92	-0.4	9	13
CCn1c(CCNC(=O)c2ccc(C)cc2)nnc1SCc1ccc(Cl)c(Cl)c1	97	97	97	-18	28	94	96	95	2.4	11	34
CCOC(=O)Cn1nnnc1CN(Cc1ccc(OC)cc1)Cc1cc2cc(CC)ccc2[nH]c1=O	99	89	97	5	2	103	99	97	5.3	7	18
CC(=O)Oc1c(C(=O)c2nnc(C)o2)c(=O)n(C)c2ccccc12	98	104	98	.	9	91	92	95	-0.2	3	-1
Cc1ccc(N/C(N)=N/c2nc(CSc3nnc(C)s3)cc(=O)[nH]2)c(C)c1	99	100	99	7	-3	99	98	97	-0.9	6	0
NS(=O)(=O)c1ccc(NC(=O)CSC2=NC(=O)C(c3ccccc3)C(=O)N2)cc1 (centres undefined)	98	100	102	.	24	101	95	97	0.1	4	0
CC1Cc2nc(SCC(=O)N3CCOCC3)n(-c3ccccc3)c(=O)c2S1 (centres undefined)	103	105	103	.	4	103	103	101	0.4	6	1
CCCOC(=O)CC1C(=O)NCCN1C(=O)OC(C)(C)C (centres undefined)	96	96	99	11	10	96	97	95	0.3	11	0
COc1cc(OC)c(C(=O)Nc2ccccc2-c2ccccc2)cc1OC	96	98	92	-2	3	95	96	96	3.6	24	14
Cc1noc(C)c1COc1cccc(C(=O)OCC(=O)NC(=O)c2ccc(OC(F)F)cc2)c1	101	103	103	.	-206	101	103	97	-0.7	2	1
CCCCOc1ccc(C(=O)NNC(=S)NC(=O)CC)cc1	99	102	101	.	-45	99	98	100	-0.7	14	-3
CCOC(=O)C(C)Sc1nc(-c2ccccn2)ncc1OC (centres undefined)	95	97	94	-9	-25	95	89	97	0.5	11	3
CSc1ccccc1NC(=O)c1cc(C(C)C)on1	104	105	106	-28	6	103	100	103	0.3	35	1
CC(C)N(CC#CC(O)(c1ccccc1)c1ccccc1)CCO	103	106	104	.	-10	104	107	102	0.3	7	2
CC(C)(C)c1ccc(C(=O)N/C(N)=N/c2nc3ccccc3o2)cc1	99	106	100	.	5	99	102	101	-0.8	11	1
COc1ccc(C(=O)c2ccc(Cl)cc2)c2ccccc12	100	103	102	-5	-12	99	99	98	0.6	12	2
c1ccc(CCn2nnnc2CN2CCc3ccccc32)cc1	101	100	100	-29	7	102	96	99	0.3	3	1
CC1(C)Oc2ccc(C(=O)NC3CCCC3)cc2N(CC(=O)NC2CCCC2)C1=O	98	103	101	3	11	99	97	98	1.8	9	15
O=C(CNS(=O)(=O)c1ccccc1)Nc1ccc2c(c1)OCO2	96	99	99	-6	3	96	99	97	0.3	25	1
CCOc1ccccc1N(C(=O)c1ccco1)C(C(=O)NC1CCCC1)c1cccnc1 (centres undefined)	101	106	102	.	9	103	102	101	0.6	16	1

Going on with the list.
SMILES	HRas wt GTP bind	Rac1 wt GTP bind	Cdc42 wt	Pf gamet viab	Mcl1-Noxa inh	Rab2 wt GTP	Rab7 wt modul	Rac1 act GTP bind	ABCB1 inh	Avidin fluor	ABCG2 block
COC(=O)c1ccc(-n2c(C)cc(C(=O)COC(=O)CC3Sc4ccccc4NC3=O)c2C)cc1 (centres undefined)	91	91	92	-1	3	85	91	89	6.2	11	45
CCN(CC)S(=O)(=O)c1cccc(C(=O)N[C@H](C(=O)NCc2ccc(Cl)cc2)C(C)C)c1	106	116	107	.	10	104	106	103	1.7	7	5
CCN(CCCNC(=O)CN(C)S(=O)(=O)c1ccc2c(c1)CCC(=O)N2)c1cccc(C)c1	104	106	103	-14	29	104	104	101	0.0	12	0
CCOc1cc2[nH]c(=O)n(CCC(=O)N3CCN(c4ccccc4OC)CC3)c(=O)c2cc1OCC	102	104	103	.	6	101	103	101	0.1	38	2
C=CCc1cccc(CNc2c(C)cc(C)cc2C)c1O	97	96	97	9	7	99	99	93	-1.1	10	-3
C/C(=N\NC(=O)C1(C)NC(C)(C)Cc2ccccc21)c1ccccc1 (centres undefined)	97	98	97	22	5	95	97	93	1.0	10	2
CCOc1ccc(C(CC(=O)O)NC(=O)c2ccco2)cc1 (centres undefined)	100	103	100	17	-1	102	102	100	1.9	4	6
CC(C)(CO)NCc1ccc(Br)cc1	95	99	96	-1	18	96	95	96	0.9	12	3
COc1ccc(/C=C/C(=O)CCC(=O)O)cc1	95	98	94	12	-2	95	96	96	-0.5	5	-2
CCCCSC(=S)NC1CCS(=O)(=O)C1 (centres undefined)	103	106	104	-1	-7	102	104	100	0.8	12	5
